Bioassay records: PubChem, several laboratories
MrgX1 antag: blocks BAM8-22 activation of human MrgX1 receptor; MRGX1-HEK293 calcium flux, Fluo-4, BAM8-22 antagonism; active compounds read low; B-score at 10 µM; hit rate 1.3% among 310,000; Q96LB2; AID 588676;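 active means calcium-response B-score plate-corrected more than 3 library SD below zero, starting fluorescence within 5 deviations, no agonist response on first addition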;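 further: peak minus trough fluorescence over baseline after final BAM8-22 challenge near maximal dose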
Target sequence (Q96LB2 whole entry, looked up): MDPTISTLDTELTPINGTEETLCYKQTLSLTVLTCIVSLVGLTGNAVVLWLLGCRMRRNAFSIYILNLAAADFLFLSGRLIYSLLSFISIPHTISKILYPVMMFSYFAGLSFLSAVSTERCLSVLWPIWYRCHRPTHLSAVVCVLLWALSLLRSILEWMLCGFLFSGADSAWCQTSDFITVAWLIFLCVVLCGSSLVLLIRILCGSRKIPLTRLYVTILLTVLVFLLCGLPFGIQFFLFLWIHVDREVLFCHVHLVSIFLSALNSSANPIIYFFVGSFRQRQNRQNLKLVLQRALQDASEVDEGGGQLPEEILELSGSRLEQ
HIF activator: HIF pathway transcriptional activation. activation, % at 7.5 µM (by protocol). U2OS HRE-luciferase reporter, luminescence; normalized: DMSO 0%, desferrioxamine 100%. hit rate 0.32% among 300,000;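 active means mean activation of at least 10% of the iron chelator positive control signal, with at least half of replicates also reaching 10%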
TRPC6 inh: blocks the mouse TRPC6 cation channel | Q61143 | HEK293-TRPC6, membrane potential dye, ACh-evoked depolarization; active compounds read low | B-score at 10 µM | hit rate 1.1% among 310,000 | AID 2553;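 active means B-score under library mean minus 3 SD, initial fluorescence not abnormally high, positive integrated signal ratio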;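 further: B-score derived from integrated fluorescence ratio over the kinetic read; more negative B-score means stronger inhibition of depolarization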
TRPC4 act: activators of mouse TRPC4 channel. Q9QUQ5. HEK293 TRPC4beta/mu-opioid, Fluo4 calcium fluorescence; active compounds read high. B-score at 10 µM. hit rate 0.49% among 310,000. AID 2237;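 active means B-score above 5 SD of library B-scores, and initial fluorescence ratio not above library mean plus 5 SD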;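 further: positive B-score marks a calcium rise read as TRPC4 activation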
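Assay system: HEK293 stable line with TRPC4beta plus mu-opioid receptor; schedule: 45 min room-temperature Fluo4 loading, 110 s read; technique: kinetic Fluo4 calcium fluorescence; evaluation: integrated baseline-normalised fluorescence ratio, converted to per-well B score; controls: buffer (low) and maximal DAMGO (high)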
aSyn 5UTR inh: 5' untranslated region of α-synuclein, MLPCN primary screen. alpha-synuclein 5'UTR reporter, inhibitor activity. inhibition, % (tested at 7.5 µM). hit rate 0.82% among 300,000. AID 1813; in the data active means inhibition above about 60%;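 further: H4 neuroglioblastoma cells stably carrying SNCA 5'UTR luciferase fusion; 0% = DMSO wells and 100% = positive control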
KLF5 inhibitor: kruppel-like factor 5 inhibition; inhibition, % at 5 µM; DLD-1 KLF5 promoter-luciferase reporter, luminescence; hit rate 0.23% among 290,000;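 active means inhibition above a per-plate limit of that plate's mean compound inhibition plus 3 SD, cut at about 60% in these data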;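 further: 0% = DMSO wells and 100% = LY294002 at 200 µM; higher means less KLF5 promoter-driven luciferase light; inactives centre near -14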
TRPC4 inh: inhibitors of mouse TRPC4 channel. Q9QUQ5. HEK293 TRPC4beta/mu-opioid, DAMGO-evoked Fluo4 calcium flux; active compounds read low. B-score at 10 µM. hit rate 0.39% among 300,000. AID 2247;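 active means B-score over 3 SD under the library average, no early fluorescence shift, positive overall ratio signal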
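Assay system: TRPC4beta/mu-opioid receptor HEK293 cell line; compound dosing: single concentration per test compound; detection: Fluo4 Ca2+ flux fluorescence; evaluation: per-well B score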
TRPC4 potent: allosterically enhances the mouse TRPC4 cation channel | Q9QUQ5 | HEK293 TRPC4beta/mu-opioid, DAMGO EC20, Fluo-4 Ca2+ flux; active compounds read high | B-score at 10 µM | hit rate 0.42% among 310,000;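 active means B-score of calcium response area above 5 SD of library B-scores, with initial fluorescence ratio within 5 SD of library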;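 further: B-score of integrated fluorescence ratio over time as area under calcium response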
IEC-6 cytotox: counter-screen for KLF5 inhibitors: cytotoxicity in IEC-6 cells. IEC-6 cytotoxicity, luminescence viability. inhibition, % at 5 µM. hit rate 0.78% among 290,000. AID 1825; in the data active means inhibition above about 22%;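 further: 0% = plate median of test compound wells and 100% = cytotoxic reference compound wells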
TRPC6 act: activators of mouse TRPC6 channel. hit rate 0.13% among 310,000. B-score at 10 µM. Q61143. HEK293-TRPC6 membrane potential dye fluorescence; active compounds read high;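 active means B-score of the integrated fluorescence ratio above library mean plus 3 SD, and starting fluorescence ratio within library mean plus 5 SD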;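 further: higher score means more depolarization so channel activation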
SKKanGAS inh: blocks kanamycin growth of S. pyogenes SKKanGAS strain; BacTiter-Glo, 6 h; hit rate 1.3% among 300,000; inhibition, % at 7.5 µM;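 active means mean replicate score, as percent of positive control median, at least 50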;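 further: strain carries kanamycin resistance gene driven by streptokinase promoter and grows in 40 µg/ml kanamycin; loss of luminescence reflects streptokinase promoter inhibition or plain growth inhibition; 0% = median of DMSO wells and 100% = positive control at its reference dose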
Starred values were filed as active, the others as inactive; i = inactive; nt = no result given.

1) COC(=O)c1cc(C(=O)Nc2cc(C)on2)cc([N+](=O)[O-])c1
2) Cn1cc(-c2nnc(-c3ccccc3)o2)c2ccccc21
3) N#CCN1C(=S)N=C(Nc2cccc(Cl)c2)C12CCCCC2
4) CC1CCCN(C(=O)c2ccc3c(=O)n(Cc4ccc5c(c4)OCO5)c(=S)[nH]c3c2)C1 (stereo unspecified)
5) CC(=O)N1CCc2cc(S(=O)(=O)NC(Cc3ccccc3)C(=O)NC3CCCCCC3)ccc21 (stereo unspecified)

screen / no.	1	2	3	4	5
MrgX1 antag	i	i	i	i	i
HIF activator	-0.6	0.0	-1.8	0.0	-0.9
TRPC6 inh	i	i	nt	i	i
TRPC4 act	i	i	nt	i	i
aSyn 5UTR inh	2	-64	39	18	-6
KLF5 inhibitor	-18	-169	13	-3	0
TRPC4 inh	i	i	nt	i	i
TRPC4 potent	i	i	nt	i	i
IEC-6 cytotox	-7	5	-7	-2	-5
TRPC6 act	i	i	nt	i	i
SKKanGAS inh	2	-15	-16	18	14

6) CCONC(=O)Nc1ccccc1[N+](=O)[O-]
7) CC(NCC(=O)NCCc1ccc(S(N)(=O)=O)cc1)c1ccc(F)cc1 (stereo unspecified)
8) CCOC(=O)C(O)(CC(=O)Nc1cc(F)ccc1C)C(F)(F)F (stereo unspecified)
9) NC(=O)C1CCCN(S(=O)(=O)c2ccccc2)C1 (stereo unspecified)
10) CCCCOCCCNC(=O)c1ccc(OCC)cc1

screen / no.	6	7	8	9	10
MrgX1 antag	i	i	i	i	i
HIF activator	0.3	-0.3	-0.1	-0.6	0.3
TRPC6 inh	i	i	i	i	i
TRPC4 act	i	i	i	i	i
aSyn 5UTR inh	27	0	0	13	-9
KLF5 inhibitor	-16	-10	4	-21	-7
TRPC4 inh	i	i	i	i	i
TRPC4 potent	i	i	i	i	i
IEC-6 cytotox	9	0	-4	1	-5
TRPC6 act	i	i	i	i	i
SKKanGAS inh	-2	-7	-6	-2	-7

11) CC(C)C[C@H](NC(=O)c1nc[nH]c1C(=O)N1CCN(c2ccccc2)CC1)C(=O)OCc1ccccc1
12) CC1(C(=O)NC2CCCCC2)CCC(=O)N1Cc1ccc2c(c1)OCO2 (stereo unspecified)
13) CCn1c(=O)c(C(=O)NCc2ccc3c(c2)OCO3)c(O)c2ccccc21
14) COc1ccc(NC(=O)C(C)N2CCN(C)CC2)cc1 (stereo unspecified)
15) COc1cc(C2c3sc(=O)[nH]c3SC3C(=O)N(c4ccc(Br)cc4)C(=O)C32)ccc1O (stereo unspecified)

screen / no.	11	12	13	14	15
MrgX1 antag	i	i	i	i	i
HIF activator	0.4	0.0	-1.8	-11	-0.2
TRPC6 inh	i	i	i	i	i
TRPC4 act	i	i	i	i	i
aSyn 5UTR inh	-19	-9	12	7	-3
KLF5 inhibitor	nt	-42	-27	6	12
TRPC4 inh	i	i	i	i	i
TRPC4 potent	i	i	i	i	i
IEC-6 cytotox	nt	-3	0	3	1
TRPC6 act	i	i	i	i	i
SKKanGAS inh	12	1	4	-3	0

16) COc1ccc(C(=O)NC(C)c2nnc(SCC(=O)NC3=NCCS3)n2C)cc1 (stereo unspecified)
17) Cc1ccc(C)c(N(C(=O)Cn2nnc(-c3cccs3)n2)C(C(=O)NC2CCCC2)c2ccncc2)c1 (stereo unspecified)
18) c1ccc(-c2nn3cnnc3c3ccccc23)cc1
19) CN1C(CC(=O)Nc2ccc(Cl)cc2Cl)c2ccccc2CC1(C)C (stereo unspecified)
20) C=CCNC(=O)/C(C#N)=C/c1c(N2CCN(c3cccc(Cl)c3)CC2)nc2c(C)cccn2c1=O

screen / no.	16	17	18	19	20
MrgX1 antag	i	i	i	i	i
HIF activator	-2.1	1.0	-0.3	-0.7	0.0
TRPC6 inh	i	i	i	i	i
TRPC4 act	i	i	i	i	i
aSyn 5UTR inh	-15	-22	25	-1	6
KLF5 inhibitor	-5	3	-7	-20	-13
TRPC4 inh	i	i	i	i	i
TRPC4 potent	i	i	i	i	i
IEC-6 cytotox	-1	-4	4	-8	2
TRPC6 act	i	i	i	i	i
SKKanGAS inh	-1	-1	-2	-2	14

21) COc1ccc(NC(=O)CC(c2ccc(F)cc2)c2ccc(OC)cc2)cc1 (stereo unspecified)
22) COc1ccc(CCNC(=O)Cn2c(=O)c3cccn3c3cccnc32)c(OC)c1OC
23) O=C(Nc1ccc(F)c(F)c1)C1=COCCO1
24) Cc1ccnn2cc3c(=O)n(C)c(=O)n(C)c3c12
25) O=C(O)c1ccc2c(c1)-c1nc3ccccc3n1C2=O

screen / no.	21	22	23	24	25
MrgX1 antag	i	i	i	i	i
HIF activator	-0.1	0.1	0.7	0.0	0.9
TRPC6 inh	i	i	i	i	i
TRPC4 act	i	i	i	i	i
aSyn 5UTR inh	30	16	-10	-9	-3
KLF5 inhibitor	-18	-61	nt	0	-15
TRPC4 inh	i	i	i	i	i
TRPC4 potent	i	i	i	i	i
IEC-6 cytotox	4	-4	nt	-6	-6
TRPC6 act	i	i	i	i	i
SKKanGAS inh	9	-2	-4	-4	-3

26) Cc1ccc(NC(=O)c2cc(S(=O)(=O)N3CCc4ccccc43)cn2C)cc1C
27) CN(C)c1ccc(C(C(=O)NCc2ccccc2)N(Cc2ccco2)C(=O)c2snc(C(N)=O)c2N)cc1 (stereo unspecified)
28) COCCNC(=S)NNc1cccc(C(=O)O)c1
29) O=C(NC1CC(=O)N(c2ccc(Cl)cc2)C1)C1CC1 (stereo unspecified)
30) CCCn1c(CCc2ccccc2)n[nH]c1=S

screen / no.	26	27	28	29	30
MrgX1 antag	i	i	i	i	-7.5*
HIF activator	-0.7	-0.5	-0.7	0.1	-0.8
TRPC6 inh	i	i	i	i	i
TRPC4 act	i	i	i	i	i
aSyn 5UTR inh	27	13	6	18	23
KLF5 inhibitor	-6	7	-87	nt	-21
TRPC4 inh	i	i	i	i	i
TRPC4 potent	i	i	i	i	i
IEC-6 cytotox	5	8	-2	nt	-7
TRPC6 act	i	i	i	i	i
SKKanGAS inh	12	7	3	-10	0

31) CCC(C)NC(=O)N[C@@H](CCSC)C(=O)O (stereo partly specified)
32) CC1(C)CC(N=c2cc(-c3ccccc3)oc3ccc(Cl)cc23)CC(C)(C)N1
33) O=c1[nH]c(CSc2ccccn2)nc2c1oc1ccccc12
34) CC(C)Cc1nc(SCc2cccnc2)c2c(=O)n(C)c(=O)n(C)c2n1
35) COc1ccc(C(=O)/C=C/Nc2c(C)n(C)n(-c3ccccc3)c2=O)cc1OC

screen / no.	31	32	33	34	35
MrgX1 antag	i	nt	i	i	i
HIF activator	-0.2	-7.6	-0.9	-1.1	-0.2
TRPC6 inh	i	-9.6*	i	i	i
TRPC4 act	i	i	i	i	i
aSyn 5UTR inh	11	99*	31	15	-25
KLF5 inhibitor	-6	-45	-97	-24	7
TRPC4 inh	i	i	i	i	i
TRPC4 potent	i	i	i	i	i
IEC-6 cytotox	1	-1	0	-5	-2
TRPC6 act	i	i	i	i	i
SKKanGAS inh	3	8	14	11	-3

36) O=C(c1cccs1)N1CCN(Cc2ccccc2[N+](=O)[O-])CC1
37) Cc1ccccc1NC(=O)c1sc(NC(=O)C2CC2)nc1C
38) C/C(=N\NC(=S)NC1CCCCC1)c1cccs1
39) Cc1ccc(-c2csc3ncn(CC#N)c(=O)c23)cc1
40) CC1(C)SC(=S)N(NC(=O)Nc2ccccc2)C1N(O)C(=O)Nc1cccc2ccccc12 (stereo unspecified)

screen / no.	36	37	38	39	40
MrgX1 antag	i	i	i	i	i
HIF activator	0.1	0.9	1.5	-0.3	-0.1
TRPC6 inh	i	i	i	i	i
TRPC4 act	i	i	i	i	i
aSyn 5UTR inh	3	-25	-15	-8	17
KLF5 inhibitor	-11	-2	-39	-17	-2
TRPC4 inh	i	i	i	i	i
TRPC4 potent	i	i	i	i	i
IEC-6 cytotox	1	3	6	0	2
TRPC6 act	i	i	i	i	i
SKKanGAS inh	0	-4	-5	5	39

41) CN(C(=O)CSc1nnc(NCc2ccccc2)s1)C1CCS(=O)(=O)C1 (stereo unspecified)
42) Cc1cc(C)cc(NC(=O)CS(=O)(=O)c2ccccc2)c1
43) O=C(Nc1ccccc1N1CCCC1)C1CC(=O)N(Cc2ccccc2)C1 (stereo unspecified)
44) COc1cccc(-c2onc3ccc(C4(C)OCCO4)cc23)c1
45) COc1cc(/C=C/C(=O)N(Cc2ccccc2)c2ccccn2)cc(OC)c1OC

screen / no.	41	42	43	44	45
MrgX1 antag	i	i	i	i	i
HIF activator	0.1	0.3	-0.2	1.1	-0.3
TRPC6 inh	i	i	i	i	i
TRPC4 act	i	i	i	i	i
aSyn 5UTR inh	-13	10	12	-7	12
KLF5 inhibitor	-24	-5	nt	-2	-21
TRPC4 inh	i	i	i	i	i
TRPC4 potent	i	i	i	i	i
IEC-6 cytotox	-2	0	nt	2	7
TRPC6 act	i	i	i	i	i
SKKanGAS inh	4	-5	6	3	-3

46) CCOC(=O)C1CCN(C(=O)Cn2nc(C)n3nc(-c4ccc(OC)cc4)cc3c2=O)CC1
47) CN(C)S(=O)(=O)c1cccc(COC(=O)CN2CCCCCC2=O)c1
48) COc1ccc(N2CC(C(=O)Nc3nnc(SCC(=O)NCC4CCCO4)s3)CC2=O)cc1 (stereo unspecified)
49) Cc1ccc(-n2c(C)cc(/C=N/Nc3ccc([N+](=O)[O-])cn3)c2C)c(C)c1

screen / no.	46	47	48	49
MrgX1 antag	i	i	i	i
HIF activator	0.3	0.1	0.0	0.1
TRPC6 inh	i	i	i	i
TRPC4 act	i	i	i	i
aSyn 5UTR inh	19	7	5	-37
KLF5 inhibitor	-18	-17	-1	-22
TRPC4 inh	i	i	i	i
TRPC4 potent	i	i	i	i
IEC-6 cytotox	5	4	-4	1
TRPC6 act	i	i	i	i
SKKanGAS inh	-8	-3	28	14

Looked up one by one from the entries so far, five records:
20) C=CCNC(=O)/C(C#N)=C/c1c(N2CCN(c3cccc(Cl)c3)CC2)nc2c(C)cccn2c1=O
38) C/C(=N\NC(=S)NC1CCCCC1)c1cccs1
8) CCOC(=O)C(O)(CC(=O)Nc1cc(F)ccc1C)C(F)(F)F (stereo unspecified)
17) Cc1ccc(C)c(N(C(=O)Cn2nnc(-c3cccs3)n2)C(C(=O)NC2CCCC2)c2ccncc2)c1 (stereo unspecified)
10) CCCCOCCCNC(=O)c1ccc(OCC)cc1

screen / no.	20	38	8	17	10
MrgX1 antag	i	i	i	i	i
HIF activator	0.0	1.5	-0.1	1.0	0.3
TRPC6 inh	i	i	i	i	i
TRPC4 act	i	i	i	i	i
aSyn 5UTR inh	6	-15	0	-22	-9
KLF5 inhibitor	-13	-39	4	3	-7
TRPC4 inh	i	i	i	i	i
TRPC4 potent	i	i	i	i	i
IEC-6 cytotox	2	6	-4	-4	-5
TRPC6 act	i	i	i	i	i
SKKanGAS inh	14	-5	-6	-1	-7
